ALOX12 inh – Primary qHTS assay for inhibitors of human arachidonate 12S-lipoxygenase (ALOX12): Round 2; Polyunsaturated fatty acid lipoxygenase ALOX12 (Homo sapiens), P18054; purified 12hLO, xylenol orange hydroperoxide absorbance; Potency, µM (highest dose often 108 µM), inactives show top-dose activity change, negative = inhibition, actives largely listed as inhibitors; 1.1% of 580,000 active; AID 1671190, 2021; active means well fitted inhibition curve with a large enough effect; inconclusive means small, poorly fitted or top-dose-only effect, or another doubt; inactive means no such curve, though single readings can be large or run the other way
Target sequence (P18054 whole entry, looked up): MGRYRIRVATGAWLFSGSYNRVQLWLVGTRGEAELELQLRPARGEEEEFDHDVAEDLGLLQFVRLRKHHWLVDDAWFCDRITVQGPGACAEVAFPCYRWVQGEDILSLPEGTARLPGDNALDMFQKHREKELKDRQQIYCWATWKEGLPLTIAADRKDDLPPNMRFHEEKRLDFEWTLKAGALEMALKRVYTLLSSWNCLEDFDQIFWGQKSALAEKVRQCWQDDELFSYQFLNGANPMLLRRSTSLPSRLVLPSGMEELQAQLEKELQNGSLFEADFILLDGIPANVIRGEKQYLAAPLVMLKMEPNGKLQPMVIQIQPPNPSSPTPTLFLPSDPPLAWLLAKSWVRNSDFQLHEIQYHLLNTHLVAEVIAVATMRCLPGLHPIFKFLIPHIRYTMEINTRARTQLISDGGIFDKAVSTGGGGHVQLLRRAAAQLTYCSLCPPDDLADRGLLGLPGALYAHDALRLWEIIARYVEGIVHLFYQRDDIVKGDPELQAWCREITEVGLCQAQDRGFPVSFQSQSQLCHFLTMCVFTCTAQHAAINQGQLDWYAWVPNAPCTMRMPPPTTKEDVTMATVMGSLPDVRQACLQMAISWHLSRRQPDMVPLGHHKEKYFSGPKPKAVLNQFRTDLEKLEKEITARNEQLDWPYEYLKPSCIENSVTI
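Purified human 12hLO (150 nM final) in 25 mM Hepes, 0.01% Triton X-100, pH 7.0 was preincubated 15 min at room temperature with compound. Then 40 uM arachidonic acid was added, 30 min. Hydroperoxide was read by Fe-XO absorbance ratio 573/405 nm.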
An asterisk follows results filed as active; ? = inconclusive; [ ] = remark or other dose. On the % scale 0 is the no-effect control and ±100 the full control effect; potency means the concentration at half of the fitted maximal effect. Not all compounds are listed (hit frequency here may not be typical).

SMILES	ALOX12 inh
O=C(COc1ccc(F)cc1)NCC(=O)N1CCCCCNC(=O)CC1c1ccccc1 (centres undefined)	8%
CSc1nc(C(=O)NCc2nc(-c3cccc(NC(=O)c4ccccn4)c3)oc2C)cs1	8%
O=C(CCCc1c[nH]c2ccccc12)N1CCC(c2noc(COc3ccc(F)cc3)n2)CC1	0%
COc1ccc(CN2CCn3c(nnc3C3CCNCC3)C2)cc1	10%[6.33 µM]
COCc1cc(=O)n(CC(=O)Nc2cc(F)ccc2F)c(N2CCOCC2)n1	21%
COc1ccc(C(=O)N2CCc3ccc(C(=O)NCc4ccccn4)cc32)cc1	75%[activator]
C[C@H]1[C@@H]2[C@@H](O)C([C@H](C)C(=O)NCc3cccs3)CC[C@@]2(C)CC[C@@H]1NC(=O)COc1ccccc1 (some centres undefined)	-21%
COCCc1noc(Cn2nc(-c3ccccc3)c3ccccc3c2=O)n1	27%
O=C(CC1CCCN(c2cnn(CC3CC3)c(=O)c2)C1)N1CCN(c2ccccc2)CC1 (centres undefined)	-6%
COc1cccc(-c2cc(C3CCN(C(=O)Nc4cccc(Cl)c4C)CC3)[nH]n2)c1	6%
NC(=O)c1ccc(O[C@@H]2COCC[C@H]2NC(=O)Cc2ccc(O)cc2)cc1	5%
CCCC1c2nccn2CCCN1C(=O)c1occc1C (centres undefined)	55%[activator]
CC[C@@]1(C(=O)O)C[C@H](C(=O)N(C)CCN(C)C)[C@H](c2ccc(OC)cc2)N1C	1%
COc1cc(-c2cnc3ccccc3c2)cc2c1OCCN(C(=O)CCC(=O)c1ccc(F)cc1)C2	2%
CSCCCN1CCC2(CCN(Cc3cccc(O)c3)CC2)C(CO)C1 (centres undefined)	5%
CN1CCC(Nc2nc(Br)cnc2N)CC1	24%
CCN(Cc1cnn(CC)c1)C(=O)C1CCCCC(=O)N1Cc1cccc(OC)c1 (centres undefined)	7%
COc1ccccc1OC1(C(=O)O)CCN(c2ncnc3[nH]ccc23)CC1	94%[activator]
Cc1ccc(C2NC(=O)N(CC(=O)Nc3ccccc3)C3=C2C(=O)OC3)cc1 (centres undefined)	?
Cc1nn(C)c(C)c1CCC(=O)NCCc1ncc(C)n1Cc1ccc(F)cc1	52%[activator]
CCCNC(=O)N1C[C@@H](Oc2ccccc2)C[C@@H]1C(=O)NCCOC	37%[activator]
NCc1cccc(-c2ccsc2)c1	42%[activator][176 µM]
COc1cc(=O)n2c(c1C(=O)Nc1ccccc1C)CCCC2	36%[activator]
CCn1ncc(N2CCC(NC(=O)c3ccc(OC(C)C)cc3)CC2)cc1=O	42%
O=C(Nc1cccnc1)c1cnc2n1CCN(Cc1ccccc1)CC2	2%[176 µM]

Going on with the list.
SMILES	ALOX12 inh
O=C(c1ccccc1[N+](=O)[O-])N1CCC[C@@H]1c1noc2ccccc12	?
O=C(Nc1ccccc1F)N1CC2CCC(C1)N2Cc1cccc(-c2cccnc2)c1	3%[6.33 µM]
COCCOc1ccc(C(=O)N[C@@H]2CNCCC[C@H]2O)cc1	13%[176 µM]
COCC(=O)N1C[C@@H]2C[C@H]1C(=O)N(Cc1ccc(OC)cc1)c1ccccc1O2	10%[176 µM]
O=C(C1CC1)N1CCC(c2noc(-c3ccncc3)n2)C1 (centres undefined)	45%[activator]
Fc1ccc(-c2ccc3ncc(Nc4ccncc4)n3n2)cc1	20%[176 µM]
COCCOCC(=O)N1CCC(N2C(=O)C3(CCCCC3)C2c2ccccc2)CC1 (centres undefined)	7%
CCCNC(=O)c1cccc2c1CCN2S(=O)(=O)c1ccc(C)cc1	-8%
Cc1nc2cccnc2n1CC1CCCN(C(=O)Nc2ccc(C(F)(F)F)cc2)C1 (centres undefined)	40%[activator]
CC(C)N1C(=O)CO[C@H]2CCN(Cc3ccccc3Cl)CC[C@@H]21	7%[176 µM]
CCOc1ccccc1NC(=O)N1CC[C@@H]2C(=O)NCCCCCCN(Cc3ccncc3)[C@@H]2C1	17%
COCc1cc(NCCCNc2cccnc2)ncn1	73%[activator]
N#Cc1ccc(C(=O)N2CCCC2c2nc(CCOCC3CC3)no2)cc1 (centres undefined)	-16%
CCc1nc(C)sc1C(=O)N1CCN(C)C2(CCNC(=O)CC2)C1 (centres undefined)	-29%
CC(=O)N1C[C@@H]2CCCN3CCC[C@@H]([C@H]23)[C@H]1CCCC(=O)N1CCN(c2ccc(F)cc2)CC1	22%
Oc1ccc(-c2nc(C3CC3)nc3c2CCN(Cc2ccccc2)CC3)cc1	8%
COC1C(=O)N(C2CCN(Cc3ccc(F)c(F)c3)CC2)C12CCOCC2 (centres undefined)	34%
Cc1ncsc1CN1CCc2nc(N3CCN(C)CC3)[nH]c(=O)c2CC1	47%[activator]
COc1ccc(Nc2ncc(-c3ccccc3OC)c3c2OCC3)cc1	-23%[176 µM]
Cc1nn(C)cc1CN(C)Cc1cn(C)nc1-c1ccc(C2CCCCC2)cc1	35%[activator]
CCN1c2cc(C(=O)NCc3ccc(F)cc3)ccc2C(=O)N2CCCCC21 (centres undefined)	8%
Cc1noc2c(NCCCn3ccnc3)cc(-c3ccccn3)nc12	59%[activator][176 µM]
COc1ccccc1C(=O)N1CCC(Oc2ccccc2)C1 (centres undefined)	19%
CNC(=O)[C@@H]1CN(C(=O)CCc2cc(OC)no2)C[C@H]1c1n[nH]c(C)n1	28%
Cc1cnc(C(=O)N2C[C@H]3OC(=O)N(CCc4cccc(Cl)c4)[C@H]3C2)[nH]1	3%

Remaining list, next part.
SMILES	ALOX12 inh
O=C1NC(CC(=O)N2CCC(n3c(C4CCC4)nc4cccnc43)CC2)c2ccccc21 (centres undefined)	9%
COc1ccc(C(=O)N2CCC(N3C(=O)C(OC)C34CCOCC4)CC2)c(OC)c1 (centres undefined)	15%
COc1ccc(C(=O)NC(C(=O)NCC(C)C)C2CCN(C(=O)c3ccccc3C)CC2)cc1 (centres undefined)	80%[activator]
Cc1cc(Cl)ccc1OCC(=O)N1CCc2nn(C)c(=O)n2CC1	12%
CCn1ncc(CN2C[C@@H](COCC3CC3)[C@H](c3ccccn3)C2)c1C	17%
Cc1cnc(C(=O)N[C@@H]2CCC[C@@H]2C(=O)NC2CCCCCC2)cn1	80%[activator]
CCNC(=O)N1CC(C(=O)N(C)C)C2(CCOCC2)C1 (centres undefined)	57%[activator]
Cc1cn2nc(C(=O)Nc3ccc(C(=O)NCCc4cccs4)cc3)cc2c(=O)[nH]1	2%
CCN1C(=O)C2CC3(CCN(C(=O)Cn4c(=O)oc5ccccc54)CC3)CN2C1=O (centres undefined)	28%
CCN(CCn1cccn1)C(=O)c1ccc(OC2CCN(C(=O)C3CC3)CC2)cc1	21%
COc1cccc(CC(=O)NC(C)C(=O)N2CCN(c3ccccn3)CC2)c1 (centres undefined)	27%
CN1C(=O)C(CC(=O)NC2CCCCC2)=C2CCCCC21 (centres undefined)	49%[activator]
CC1(C)[C@H](Cc2cc(-c3ccc(F)cc3)on2)C[C@@H]1NCc1cccnc1	-2%[176 µM]
CN1CCc2[nH]cnc2C12CCN(C(=O)c1cccc(-n3cccn3)c1)CC2	?
O=C(c1nc(-c2ccc(Cl)cc2)c2ccccn12)N1CCCC1	-3%[176 µM]
O=C(c1ccc(Cn2cncn2)o1)N1CCCCCC1c1nnc(-c2ccccc2)o1 (centres undefined)	13%
Cc1cc2c(c(=O)n(-c3ccc(F)cc3)c(=O)n2CC(=O)Nc2ccc(F)cc2)n1C	-3%
O=C(Cc1cccnc1)N1CC(F)(F)C[C@H]1c1nc(C2CC2)no1	46%[activator]
Cc1cn2nc(C(=O)N3CCC(NC(=O)c4ccccc4C)CC3)cc2c(=O)[nH]1	15%
Cn1c(CN2CCC3(CCNCC3)C2)cc2ccccc21	?
COCc1ncc2c(n1)CCCN(CC(=O)NCc1ccccc1OC)C2=O	10%
O=C(NCC1CCC2(CCN(Cc3ccccc3O)CC2)O1)C1CCCO1 (centres undefined)	?
COc1ccc(NC(=O)C2CN(S(C)(=O)=O)CC23CCCCC3)c(OC)c1 (centres undefined)	3%
Cc1ccc(CN(C)C(=O)C2CCCN(C3CCN(Cc4cccnc4)CC3)C2)o1 (centres undefined)	16%
CS(=O)(=O)N1C[C@H]2CCN(Cc3cc(F)ccc3F)C[C@H]21	33%

Continued.
SMILES	ALOX12 inh
CC(C)NC(=O)c1cnc2c(c1)N(C(=O)Cc1cn(C)c3ccccc13)CCC2	?
COCC1CN(C(C)=O)CC12CCN(S(=O)(=O)c1ccccc1)CC2 (centres undefined)	45%[activator]
Cc1ccsc1CN1CCc2n[nH]c(=O)n2CC1	17%
N#C[C@H](c1ccccc1)C1CCN(S(=O)(=O)CCCCl)CC1	2%
CCCN1CCN(C(=O)c2ccnc(C(C)C)n2)[C@H]2CS(=O)(=O)C[C@H]21	23%
COC(=O)[C@@H]1Cc2ncn(C(C)C)c2CN1S(=O)(=O)c1cccc2c(N(C)C)cccc12	31%[activator]
CC(=O)N1Cc2ccccc2CC2(CCCN(Cc3ccc(O)cc3)C2)C1 (centres undefined)	11%[6.33 µM]
CCNc1ncnc2sc3c(c12)CCN(C(=O)NCCOC)C3	-5%
Cc1ccc(-c2noc([C@@H]3C[C@H](NS(=O)(=O)c4ccc(C)cc4)CN3C)n2)cc1	?
c1ccc(OCCNc2nc(-c3cccnc3)nc3c2CCNCC3)cc1	31%[activator]
C[C@H](CO)N1C[C@H](C)[C@H](CN(C)C(=O)NC2CCCCC2)OCc2cnnn2CCCC1=O	-3%
CC(=O)Nc1ccc(CN2C(=O)OC3(CCN(C(=O)COc4ccccc4)CC3)C2(C)c2ccccc2)cc1 (centres undefined)	14%
CCN1C(=O)CCN(C(=O)NCc2ccc(C)cc2)CC12CCOCC2	22%
Cc1ccc(NC(=O)NCC2CCOCC2)cc1	36%
CC(C)S(=O)(=O)N1CCC(F)(c2nc(-c3ccccc3)no2)CC1	13%
COCc1ncc(C)n1CCNC(=O)c1n[nH]c(=O)c2ccccc12	61%[activator]
CCOc1ccccc1C(=O)Nc1cccc(-c2nnc3n2CCCC3)c1	6%
Cc1ccc(NC(=O)Cn2ccn3nc4c(c3c2=O)CCCCC4)cc1F	9%
Cc1ccc(C2Cn3cnc(C(=O)N4CCC(C(=O)NCc5ccccc5C)CC4)c3CO2)cc1 (centres undefined)	7%
COc1ccc(CC(=O)N2CC[C@@H](CC(=O)O)[C@@H](CCN3CCNCC3)C2)cc1	9%[176 µM]
Cn1c(=O)cc(C(=O)NC2CCCc3c2[nH]c2ccccc32)c2ccccc21 (centres undefined)	40µM*
Cc1ccsc1C(=O)N1CCCN(c2cc(-c3ccc(Cl)cc3)[nH]n2)CC1	25%
CC(C)c1ccc(CC(=O)N2CCCc3ncc(C(=O)NCCc4cnc[nH]4)cc32)cc1	32%[activator][176 µM]
CNCc1ccccn1	?
Cc1nc(N)nc(C)c1CC(=O)N1CCC2(CC1)OCCCC2O (centres undefined)	30%[activator]

19 of these compounds, reformatted.
structure | ALOX12 inh
CC(=O)N1Cc2ccccc2CC2(CCCN(Cc3ccc(O)cc3)C2)C1 (centres undefined) | 11%[6.33 µM]
CCNc1ncnc2sc3c(c12)CCN(C(=O)NCCOC)C3 | -5%
Cc1ccc(-c2noc([C@@H]3C[C@H](NS(=O)(=O)c4ccc(C)cc4)CN3C)n2)cc1 | ?
c1ccc(OCCNc2nc(-c3cccnc3)nc3c2CCNCC3)cc1 | 31%[activator]
C[C@H](CO)N1C[C@H](C)[C@H](CN(C)C(=O)NC2CCCCC2)OCc2cnnn2CCCC1=O | -3%
CC(=O)Nc1ccc(CN2C(=O)OC3(CCN(C(=O)COc4ccccc4)CC3)C2(C)c2ccccc2)cc1 (centres undefined) | 14%
CCN1C(=O)CCN(C(=O)NCc2ccc(C)cc2)CC12CCOCC2 | 22%
Cc1ccc(NC(=O)NCC2CCOCC2)cc1 | 36%
CC(C)S(=O)(=O)N1CCC(F)(c2nc(-c3ccccc3)no2)CC1 | 13%
COCc1ncc(C)n1CCNC(=O)c1n[nH]c(=O)c2ccccc12 | 61%[activator]
CCOc1ccccc1C(=O)Nc1cccc(-c2nnc3n2CCCC3)c1 | 6%
Cc1ccc(NC(=O)Cn2ccn3nc4c(c3c2=O)CCCCC4)cc1F | 9%
Cc1ccc(C2Cn3cnc(C(=O)N4CCC(C(=O)NCc5ccccc5C)CC4)c3CO2)cc1 (centres undefined) | 7%
COc1ccc(CC(=O)N2CC[C@@H](CC(=O)O)[C@@H](CCN3CCNCC3)C2)cc1 | 9%[176 µM]
Cn1c(=O)cc(C(=O)NC2CCCc3c2[nH]c2ccccc32)c2ccccc21 (centres undefined) | 40µM*
Cc1ccsc1C(=O)N1CCCN(c2cc(-c3ccc(Cl)cc3)[nH]n2)CC1 | 25%
CC(C)c1ccc(CC(=O)N2CCCc3ncc(C(=O)NCCc4cnc[nH]4)cc32)cc1 | 32%[activator][176 µM]
CNCc1ccccn1 | ?
Cc1nc(N)nc(C)c1CC(=O)N1CCC2(CC1)OCCCC2O (centres undefined) | 30%[activator]

Remaining list, next part.
SMILES	ALOX12 inh
CC(C)CC(=O)NC1CCN(c2ccccc2)C1=O (centres undefined)	?
CC(C)(C)c1ccc(C(=O)N2CCC3(CC2)CC3C(=O)NCCc2ccccn2)cc1 (centres undefined)	-2%
COc1ccccc1C(=O)NC1CCCCN(C)C1=O (centres undefined)	1%
COC(=O)[C@]12C[C@H](CC(=O)N3CCN(C(=O)C4CC4)CC3)C(=O)N(Cc3ccccc3)C1=C[C@H](C(C)C)O[C@@H]2C1CC1	1%
Cc1oc2c(c1C(=O)NCc1ccncc1)CN(Cc1cccc(F)c1)CC2	-5%
CC(=O)NCCC1CCN(C(=O)Nc2ccc(C)c(F)c2)CC1	41%[activator]
Cc1cc(C(=O)N2C[C@@H](COc3ccccc3)[C@H](C(N)=O)C2)nn1C	49%[activator]
Cc1ccc(CN2CCC3(C2)NC(=O)c2ccccc2O3)cc1 (centres undefined)	-18%[176 µM]
Cc1nc2ncccn2c1C(=O)N1CCn2nc(CO)cc2C1	3%

Screens (PubChem)
